FBW7 act = human FBW7 E3 ligase activation, primary screen; AlphaScreen FBW7–phospho-cyclin E peptide binding, activator screen; normalized activity (activation), % at 26.1 µM; 0.13% of 650,000 active; AID 1259310; in the data active means normalized activity above about 1.9%;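 further: purified mutant Fbw7 with reduced substrate affinity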
GPR151 ag = human GPR151 activation. Q8TDV0. PathHunter beta-arrestin GPR151 cells, luminescence. activation, % at 11.2 µM. 1% of 650,000 active. AID 1508602; in the data active means activation above about 4.9%;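 further: 0% = median of compound wells and 100% = cells with positive control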
Target sequence (Q8TDV0 whole entry, looked up): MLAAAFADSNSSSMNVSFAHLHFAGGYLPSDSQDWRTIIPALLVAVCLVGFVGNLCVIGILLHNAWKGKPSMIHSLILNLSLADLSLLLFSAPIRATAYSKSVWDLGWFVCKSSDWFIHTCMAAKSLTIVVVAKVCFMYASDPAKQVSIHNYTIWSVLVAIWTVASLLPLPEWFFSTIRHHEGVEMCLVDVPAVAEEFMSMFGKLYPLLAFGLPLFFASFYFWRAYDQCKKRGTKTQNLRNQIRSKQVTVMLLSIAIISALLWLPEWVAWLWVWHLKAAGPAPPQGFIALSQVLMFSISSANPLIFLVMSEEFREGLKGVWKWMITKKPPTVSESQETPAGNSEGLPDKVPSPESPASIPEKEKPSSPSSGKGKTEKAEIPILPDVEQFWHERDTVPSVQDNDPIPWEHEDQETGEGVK
MITF primary = blocks human microphthalmia-associated transcription factor | O75030 | AlphaScreen MITF homodimerization, bead proximity signal | inhibition, % at 2.6 µM | 0.91% of 650,000 active; in the data active means inhibition above about 50%;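 further: 0% = vehicle wells with protein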
Target sequence (O75030 whole entry, looked up): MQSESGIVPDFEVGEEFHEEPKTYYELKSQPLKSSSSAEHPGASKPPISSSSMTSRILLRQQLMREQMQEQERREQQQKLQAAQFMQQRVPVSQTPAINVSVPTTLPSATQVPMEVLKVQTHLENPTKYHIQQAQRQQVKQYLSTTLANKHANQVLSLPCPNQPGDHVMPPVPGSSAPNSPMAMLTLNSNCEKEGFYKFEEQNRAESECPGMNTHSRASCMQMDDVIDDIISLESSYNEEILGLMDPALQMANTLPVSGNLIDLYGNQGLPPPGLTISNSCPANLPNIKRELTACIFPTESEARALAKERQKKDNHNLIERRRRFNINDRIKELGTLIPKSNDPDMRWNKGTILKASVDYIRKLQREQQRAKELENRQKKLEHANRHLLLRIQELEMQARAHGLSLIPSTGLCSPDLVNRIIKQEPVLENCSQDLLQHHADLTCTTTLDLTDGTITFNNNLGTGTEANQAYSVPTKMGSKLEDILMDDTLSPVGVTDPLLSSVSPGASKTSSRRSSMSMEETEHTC
TEAD-YAP inh = TEAD-YAP interaction inhibition; HEK-TIYL cells, TEAD-Gal4/YAP UAS-luciferase luminescence; inhibition, % at 9.12 µM; 1.4% of 640,000 active; AID 1259422; in the data active means inhibition above about 32%;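 further: 0% = median of test compound wells and 100% = reference inhibitor wells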
* = called active by the depositor.

Values run as follows: FBW7 act	GPR151 ag	MITF primary	TEAD-YAP inh
Cc1nc2cc(NS(=O)(=O)c3ccccc3)ccc2n1-c1ccccc1
  0.1	-0.8	4	-24
Cc1ccc(-n2c(C)cc(/C=C3\NC(=O)NC3=O)c2C)c(C)c1
  -0.1	-0.1	12	-4
CCN(CC)C(=O)Cn1ncc2c3ccccc3n(Cc3ccccc3F)c2c1=O
  0.0	-0.5	3	-2
CN(C)CCCn1cnc2c1c(=O)[nH]c(=O)n2C
  0.0	3.4	-6	0
COC(=O)C1C(=O)NC(SCC(=O)Nc2ccc(F)cc2)=C(C#N)C1c1ccccc1F (stereo not drawn)
  -0.2	0.0	3	5
N#CCc1c(C#N)c(N)nc(NCCc2c[nH]c3ccccc23)c1C#N
  0.0	1.4	1	-14
COc1cc(OC)cc(C2=N/C(=C\c3ccc(C)cc3)C(=O)O2)c1
  0.4	0.8	17	-2
O=C(NCc1cccnc1)Nc1cccc(NC(=O)NCc2cccnc2)c1
  -0.3	3.2	-11	-1
CCCCC1CN(CC(=O)NC2CCN(C(=O)OCC)CC2)Cc2ccccc2O1 (stereo not drawn)
  0.2	-0.4	18	-3
CC(=O)Nc1ccc(N=Cc2c(C)[nH]n(-c3ccc(C)cc3)c2=O)cc1
  -0.3	0.0	5	4
CCOc1ccc(NC(=O)CN(c2cccc(F)c2)S(C)(=O)=O)cc1
  0.0	3.8	0	0
Cc1cc(=O)nc2c3ccccc3n(CC(=O)NCCCN3CCCC3)n12
  0.0	-0.6	-4	6
Cc1ccc(S(=O)(=O)N2CCN(CCNC(=O)C(=O)Nc3ccc(F)cc3)CC2)cc1
  -0.1	1.0	2	2
CCC(Sc1nnc(N)s1)C(=O)Nc1sc2c(c1C#N)CCCC2 (stereo not drawn)
  0.2	-1.3	18	11
Cc1ccccc1/C(N)=N/OC(=O)/C=C/c1ccccc1
  0.6	1.3	30	-49
O=c1c2ccccc2nc2n1CCN2Cc1ccc(Cl)cc1
  -0.1	-0.4	0	9
CN(Cc1ccc(F)cc1)C(=O)CC1C(=O)NCCN1C (stereo not drawn)
  0.0	0.8	-7	-5
Cc1nn(-c2ccccc2)c(N)c1N=Nc1ccc(S(=O)(=O)N2CCOCC2)cc1
  0.3	0.4	13	-36
CC(NS(C)(=O)=O)C(c1cccs1)N1CCN(Cc2ccccc2)CC1 (stereo not drawn)
  0.0	1.2	11	2
Cc1nonc1CC(=O)N1CCCC(CCC(=O)N(C)CCc2ccccn2)C1 (stereo not drawn)
  0.0	7.7*	10	12
COc1ccc(N=c2oc3c(C)ncc(CO)c3cc2C(=O)Nc2ccc(C)c(C)c2)cc1
  -0.1	-0.8	-11	-6
CC(=O)c1cccc(N2C(=O)c3ccc(C(=O)OCC(=O)c4cccc([N+](=O)[O-])c4)cc3C2=O)c1
  0.2	-0.7	10	7
COc1ccccc1NC(=S)N(CCCN1CCC(C)CC1)Cc1cccs1
  0.0	-0.3	-4	-3
COc1ccc(CCn2c(SCC(=O)c3ccc(Br)cc3)nc3ccccc3c2=O)cc1OC
  0.1	0.1	0	-7
Cc1ccc(C(=O)Nc2cccc(C(=O)N/N=C/c3ccc(C#N)cc3)c2)cc1
  -0.1	0.8	2	-20
O=[N+]([O-])c1cccc(C2=NN(c3nc(-c4ccc(S(=O)(=O)N5CCOCC5)cc4)cs3)C(c3ccc(F)cc3)C2)c1 (stereo not drawn)
  0.1	0.4	2	-4
CN(CC(=O)NCCc1ccccc1)S(=O)(=O)c1ccc(Br)s1
  0.2	-1.2	11	0
O=C(N/N=C1\CCCc2c1[nH]c1ccc(Cl)cc21)c1ccncc1
  0.1	1.5	9	15
COc1ccc(OCC(=O)NCCSC(C)(C)C)cc1
  0.2	0.8	-7	-4
COc1ccc(/C=C2\N=C(c3cc([N+](=O)[O-])ccc3Cl)OC2=O)cc1OC(C)=O
  0.5	-0.8	15	6

Profiles, quoted from the list.
Entry for COc1ccc(CCn2c(SCC(=O)c3ccc(Br)cc3)nc3ccccc3c2=O)cc1OC → FBW7 act = 0.1; GPR151 ag = 0.1; MITF primary = 0; TEAD-YAP inh = -7
Entry for COc1ccccc1NC(=S)N(CCCN1CCC(C)CC1)Cc1cccs1 → FBW7 act = 0.0; GPR151 ag = -0.3; MITF primary = -4; TEAD-YAP inh = -3

Continued:
Values run as follows: FBW7 act	GPR151 ag	MITF primary	TEAD-YAP inh
COc1ccc(C(=O)NCCCc2ccccc2)cc1OC
  -0.7	-0.5	27	-7
O=C(NC(=O)N1CCOCC1)c1ccc(Cn2cc(C(F)(F)F)ccc2=O)cc1
  0.1	0.5	-2	3
NCc1ccc(C(=O)N=Nc2c(O)[nH]c3ccccc23)cc1
  0.4	-1.6	10	-18
O=C(c1ccccc1NS(=O)(=O)c1ccccc1[N+](=O)[O-])N1CCOCC1
  0.0	0.0	1	5
CCc1nnc(NC(=S)NC(=O)c2ccccc2)s1
  -0.1	-2.5	-12	-40
COc1ccc2c(c1)CCc1c(C(=O)Nc3c(C)n(C)n(-c4ccccc4)c3=O)noc1-2
  0.0	0.6	-3	-6
CCCn1ncc(CN2CCC(Oc3ccc(C(=O)N4CCCCC4)cc3)CC2)c1C
  0.1	-0.6	3	12
Cc1ccc(-c2nc(N)n(C(=O)c3cccnc3)n2)cc1
  -0.2	-1.3	6	-3
COCCN(C(=S)Nc1ccc(Cl)c(C)c1)C1CCN(C(C)=O)CC1
  -0.1	0.2	-5	-1
CCOc1ccccc1C1NC(=O)NC(C)=C1C(=O)OC1CCCC(C)C1 (stereo not drawn)
  0.4	-0.3	15	-14
COCc1cc(=O)n2c(-c3ccccc3OC)n[nH]c2n1
  0.0	1.0	-5	6
Cc1cc(=O)oc2c(CN3CCCCC3)c(O)ccc12
  -0.1	0.2	-6	-2
O=C(Nc1ccc(Cl)c(Cl)c1)NC1CCS(=O)(=O)C1 (stereo not drawn)
  0.1	-0.3	-3	-3
COc1ccc(NC(=O)C(c2ccccc2)c2ccccc2)c(OC)c1
  0.1	-2.0	19	5
COC1=C(Cl)C(=O)C(Cl)C12OCCO2 (stereo not drawn)
  0.1	3.4	11	-18
COc1ccc(-c2cc(C(F)(F)F)n3nc(C(=O)NCC4CCCO4)c(Cl)c3n2)cc1OC (stereo not drawn)
  0.1	-1.4	5	3
Cc1ccc2c(c1)cc(CN(CCc1ccccc1)C(=O)C1CC1)c1nnnn12
  0.0	0.0	-3	-5
Brc1csc(CN2CCN(c3ccccn3)CC2)c1
  0.0	0.9	12	-4
COCCCNC(=O)COc1ccc(Cl)c(C)c1
  0.2	0.2	-8	-15
CC(=O)C(Cl)C(=O)Nc1ccccc1 (stereo not drawn)
  0.1	0.7	-8	-18
Cc1ccc([N+](=O)[O-])cc1N=Cc1nc(-c2ccccc2F)oc1O
  0.0	-0.3	8	-1
CSc1ccccc1N1C(=O)CN(Cc2cccc3nccnc23)CC1C (stereo not drawn)
  0.1	-0.7	-3	-11
CCCCN(C)CCCN(Cc1cccs1)C(=S)Nc1ccccc1CC
  -0.1	0.4	2	5
COc1ccc2c(=O)c3c(oc2c1)C(=O)N(CCN(C)C)C3c1cccnc1 (stereo not drawn)
  0.1	4.2	-7	-2
CCC(=O)Nc1cc2c(cc1C(C)=O)OCCO2
  0.0	0.9	-16	3
CCCN(CCC)S(=O)(=O)c1ccc(C(=O)Nc2cccc(Cl)c2)cc1
  0.3	1.9	18	-3
COCCN=c1cc(-c2ccccc2)oc2ccc(Cl)cc12
  0.6	-0.2	23	-68
O=C(c1ccco1)N1CCN=C1SCc1cccnc1
  0.3	1.1	12	-1
COc1cccc(CCNC(=O)CCc2nnc(-c3cc(C)oc3C)o2)c1
  0.1	-0.1	7	-6
COc1ccc(/C=C2\N=C(c3ccc4c(c3)OCO4)OC2=O)cc1OC
  -0.1	-1.1	13	-3
Fc1ccc2nc(N3CCCC3)sc2c1
  0.1	-2.8	9	-42
CCOc1ccc(C(=O)COC(C)=O)cc1
  -0.2	1.7	-4	4
Cc1ccc2nc(NC(=O)c3nc4nc(C)cc(C)n4n3)sc2c1
  0.4	-1.0	11	5
Cc1ccc(C2CC(C(F)(F)F)n3nc(C(=O)N4CCCCC4)c(Cl)c3N2)cc1 (stereo not drawn)
  0.1	-0.1	2	12
COc1cc([N+](=O)[O-])c(C)cc1NS(=O)(=O)c1ccc(C)cc1
  0.1	0.6	-1	9
COc1ccc(C(CC(=O)O)NC(=O)c2cccc(C)c2)cc1 (stereo not drawn)
  0.1	0.6	0	13
CCOc1cc(C(=O)Nc2ccc3oc(-c4ccc(I)cc4)nc3c2)cc(OCC)c1OCC
  0.2	0.2	10	4
CC(CCc1ccccc1)NC(=O)CCS(=O)(=O)Cc1ccccc1 (stereo not drawn)
  0.5	0.0	10	11
Cc1nnc(C2CCCN(C(=O)CC(C)(C)C)C2)s1 (stereo not drawn)
  0.6	-2.3	7	9
NC(=O)CN1C(=O)S/C(=C/c2ccc(Br)cc2)C1=O
  0.4	0.5	13	-16
Cc1c(Cl)cccc1-n1c(C)cc(/C=N/n2cnnc2)c1C
  0.1	-0.3	5	5
CN1C(=O)C2(c3ccccc31)C(C(=O)NC1CCCCC1)CC1CCCN12 (stereo not drawn)
  0.1	1.8	6	1
COc1ccc(C2C(C(=O)OC(C)C)=C(C)N=C3SCC(=O)N32)cc1 (stereo not drawn)
  0.1	-0.4	6	0
Cc1ccc(NC(=O)c2cc3cc([N+](=O)[O-])ccc3oc2=O)cc1
  0.2	-0.1	5	4
CSc1ccc(C(=O)N2CCOc3ccc(C(O)C(C)C)cc3C2)cc1 (stereo not drawn)
  0.1	0.0	-2	5
CCCNc1cc(C)nc(N2CCCC2CO)n1 (stereo not drawn)
  0.1	-1.2	6	-10
COC(=O)Cc1nnc(NC(=O)C(C)C)s1
  0.0	0.8	6	2
CCOc1ccc(/C=N/N2C(=O)NC(C)(c3ccc(OC(F)F)cc3)C2=O)cc1OC (stereo not drawn)
  0.0	0.2	7	-1
C#CCSc1nnc(NC(=O)c2cccc(C)c2)s1
  -0.2	-1.5	-5	-29
O=C(O)CSc1nccn1-c1ccc(Br)cc1
  0.3	-0.3	7	6
Cc1ccc(N2C(=O)C(Cl)=C(Nc3cc(Cl)ccc3O)C2=O)cc1
  0.2	-1.6	13	41*
COc1cc2c(cc1OC)C(COc1ccc(F)cc1)N(C(=O)c1ccccc1Cl)CC2 (stereo not drawn)
  0.2	-1.7	21	3
Cc1ccc(/C=C2/Sc3ccccc3N(CC(=O)NCc3ccccn3)C2=O)cc1
  -1.8	1.0	-3	3
CC(=O)c1cccc(-c2nc3c(NCc4cccc(C(F)(F)F)c4)ncnc3n2C(C)C)c1
  -0.1	2.1	2	-12
COc1ccc(CCNC(=O)Cn2cnc3c(cnn3C(C)(C)C)c2=O)cc1OC
  0.5	-0.3	12	22
Cc1ccc2nc(C(F)(F)F)c(C(=O)NC(C)C)n2c1
  0.4	-0.9	13	10
c1cncc(CNc2nc(NCCN3CCOCC3)c3ncn(C4CCCCC4)c3n2)c1
  0.0	0.6	11	9
CC(C)C[C@H](NS(=O)(=O)c1ccc(Br)cc1)C(=O)O
  0.2	-0.3	6	-2
Cc1ccccc1NC(=O)COc1ccc(Br)cc1CNCCCO
  -0.1	0.5	-19	1
O=C1C2C3C=CC(C3)C2C(=O)N1c1ccc2nc(SCC(=O)n3c4c(c5ccccc53)CCCC4)sc2c1 (stereo not drawn)
  0.2	-0.4	19	-1

Laid out differently: entries from further up
| SMILES | FBW7 act | GPR151 ag | MITF primary | TEAD-YAP inh |
| --- | --- | --- | --- | --- |
| Cc1ccc2nc(C(F)(F)F)c(C(=O)NC(C)C)n2c1 | 0.4 | -0.9 | 13 | 10 |
| c1cncc(CNc2nc(NCCN3CCOCC3)c3ncn(C4CCCCC4)c3n2)c1 | 0.0 | 0.6 | 11 | 9 |

Later entries
Values run as follows: FBW7 act	GPR151 ag	MITF primary	TEAD-YAP inh
COc1cc([N+](=O)[O-])ccc1NC(=O)Nn1cnnc1
  0.1	0.7	13	-3
COc1cc(C(=O)O/N=C(\c2ccccc2)c2ccncc2)cc(OC)c1OC
  0.0	1.2	26	-2
COC(=O)C(C)Sc1nnc(COc2ccc(C)cc2)n1C (stereo not drawn)
  -0.1	0.4	0	-3
CCCCNC(=O)C1CCCN(Cc2nc(-c3ccc(Cl)cc3)oc2C)C1 (stereo not drawn)
  -0.4	0.0	2	-8
CCC(CC)NC(=O)COC(=O)c1cnc(Cl)c(Cl)c1
  0.2	0.0	7	-2
O=C(Nc1nccs1)c1cccc2c1C(=O)c1ccccc1-2
  0.0	-1.5	4	8
CC(C)CCn1c(SCC(C)C)nc2c1c(=O)[nH]c(=O)n2C
  0.7	0.3	8	-2
COc1cc(OC)cc(C(=O)NC(=S)Nc2cccc(C(=O)O)c2C)c1
  -0.2	4.8	9	1
C=CCSC1=NC(C)(C)CC2(C)OC(=O)C(C(C)C)N12 (stereo not drawn)
  -0.1	-0.6	0	4
O=C1OC(c2ccc(Cl)cc2)=N/C1=C\c1ccccc1F
  0.0	1.8	4	-4
COc1ccc(CNc2ccccc2SC)cc1OC
  0.1	0.3	9	-30

Quoted from the listing:
COc1ccccc1NC(=S)N(CCCN1CCC(C)CC1)Cc1cccs1 | MITF primary = -4
CCCN(CCC)S(=O)(=O)c1ccc(C(=O)Nc2cccc(Cl)c2)cc1 | TEAD-YAP inh = -3
Cc1ccccc1NC(=O)COc1ccc(Br)cc1CNCCCO | FBW7 act = -0.1
COc1ccc(NC(=O)C(c2ccccc2)c2ccccc2)c(OC)c1 | TEAD-YAP inh = 5
O=C(c1ccco1)N1CCN=C1SCc1cccnc1 | MITF primary = 12

Screens: PubChem BioAssay, The Scripps Research Institute Molecular Screening Center
